High-throughput results (PubChem)
NCI-60 one-dose screen, 48 h, at 10 µM unless noted. Numbers give growth in % (100 = growth as untreated, 0 = no growth, -100 = all killed).
M14: M14 melanoma; 6.2% of 80,000 active; AID 1794745
SK-MEL-2: SK-MEL-2 melanoma. AID 1794763. 4.7% of 77,000 active
HOP-62: HOP-62 NSCLC; 3.9% of 80,000 active; AID 1794735
SK-MEL-28: SK-MEL-28 melanoma | 4.1% of 81,000 active
A549/ATCC: A549/ATCC NSCLC; 3.7% of 81,000 active; AID 1794740
EKVX: EKVX NSCLC. AID 1794765. 3% of 71,000 active
HOP-92: HOP-92 NSCLC cells | 6.3% of 71,000 active
SK-MEL-5: SK-MEL-5 melanoma | 6.4% of 80,000 active | AID 1794755
* marks the source's active call; other numbers are inactive results; · = no result given; & = joins results of further samples. How the source made its calls: active means growth percent below 10; inactive means the rest.

SMILES	M14	SK-MEL-2	HOP-62	SK-MEL-28	A549/ATCC	EKVX	HOP-92	SK-MEL-5
CN(NC(=O)C(=O)NCc1ccco1)C(=O)Nc1ccccc1	99	·	112	101	95	·	95	99
FC(F)(F)c1cccc(Nc2ccccc2)c1	106	89	105	102	97	101	101	103
CN1CCN(c2ccnc(NCCCNc3nc(N4CCOCC4)nc(N4CCOCC4)n3)n2)CC1	105	·	105	102	111	·	·	·
C=Cc1c(Cl)cccc1Cl	104	100	100	110	100	120	112	104
CC(C)(C)c1cc2n(n1)-c1ccccc1CC(=O)N2Cc1ccc(Cl)cc1	108	77	76	107	88	101	·	82
Nc1nc(Nc2cccnc2)nn1Cc1cccc(Br)c1	100	109	101	93	96	80	89	79
O=C(O)C(=Cc1ccc(Br)cc1)C(=O)O	98	111	·	113	97	99	101	98
Cc1ccc(C(=O)Nc2cc(-c3ccccc3)cc(C(F)(F)F)c2)cc1C#Cc1cnc2cccnn12	37	59	108	53	69	63	95	26
c1ccc(Nc2ncc(Cc3cccc4ccccc34)s2)cc1	95	101	93	105	84	94	57	84
CC12O[C@H](C[C@@H](OC(=O)c3ccccc3)[C@H]1O)n1c3ccccc3c3c4c(c5c6ccccc6n2c5c31)C(=O)NC4=O	44	54	33	90	51	36	·	49
O=C(CN1C(=O)S/C(=C\c2ccccc2)C1=O)Nc1ccc(C(=O)/C=C/c2cc3ccccc3nc2Cl)cc1	79	83	88	96	89	65	88	24
N#C/C(=C\c1ccc(-c2cc(Cl)ccc2Cl)o1)c1ccc(Cl)cc1	104	97	78	100	101	84	85	98
Clc1ccc(/C=N/c2ccccn2)cc1	103	93	96	106	90	·	103	104
COC(=O)c1ccccc1C=O	113	125	118	111	105	·	83	111
Cc1ccc2c(c1)O/C(=C\c1cccc(OCC(=O)c3ccccc3)c1)C2=O	99	70	90	110	82	95	75	87
Cc1nc2ccc(Nc3nc(NCCN)nc(N4CCOCC4)n3)cc2n1Cc1ccccc1	94	·	99	106	112	·	72	88
O=C(O)c1cn(C2CC2)c2cc(N3CCN(C(=O)N4CCCCC4)CC3)c(F)cc2c1=O	105	108	110	113	106	103	108	99
O=S(=O)(c1ccc(F)cc1)c1ccc(F)cc1	110	110	111	107	96	116	92	·
C/C(=N\NC(=O)c1ccncc1)c1cc(Cl)ccc1Cl	110	110	105	103	112	116	81	99
COc1ccc(CNNC(=O)c2ncc[nH]2)c(OC)c1OC	101	105	101	111	105	104	107	100
CN(C)c1ccc2c(=O)c3ccccc3oc2n1	111	108	98	114	94	77	61	91
CC1=NC(=S)NC(c2ccccc2)/C1=C1/CC(c2ccc(N(C)C)cc2)N(c2ccccc2)N1 (stereo unspecified)	99	104	95	102	101	103	90	99
O=C(NCc1ccncc1)C1(c2ccccc2)CCCCC1	·	105	·	107	153	108	63	115
CC(/C=N\NC(=O)C(=O)N/N=C/C(C)=C/c1ccccc1)=C\c1ccccc1	98	113	81	104	·	101	72	97
CCOC(=O)c1sc2ncc(-c3ccc(OC)cc3)n2c1C	95	103	91	106	104	95	93	94
Cc1ccc(-n2nc(C(=O)O)c(N3CCCC3)n2)cc1	103	98	100	101	103	91	81	93
N=C(N)SCc1c2ccccc2c(CSC(=N)N)c2ccccc12	68	79	55	99	66	76	32	69
NNC1C(=O)NC(c2cccc([N+](=O)[O-])c2)c2sc3c(F)cccc3c21 (stereo unspecified)	98	115	91	107	101	87	93	97
Cc1ccc(CCCO)cc1	105	·	102	109	98	115	101	101
Cc1ccc2oc(=O)cc(CSC(=S)N3CCN(C)CC3)c2c1	103	98	106	108	102	94	97	96
S=c1cc(S)c2cc(Br)ccc2[nH]1	90	94	86	98	89	105	88	89
Cc1ccc(S(=O)(=O)NCC[C@@H]2C[C@H]2c2cc3ccccc3s2)cc1	108	111	108	105	99	95	101	102
CCS(=O)(=O)Nc1ccc(C(=O)CC2(O)C(=O)Nc3ccccc32)cc1 (stereo unspecified)	105	113	95	109	107	92	38	100
Cn1c(=O)[nH]c(=O)c2nc(/C=C(\O)c3ccc(F)cc3F)c(=O)[nH]c21	102	96	102	103	103	87	89	98
Cc1cc(N2CCOCC2)nc(N[C@@H]2CCC[C@H](Nc3ccnc4cc(Cl)ccc34)C2)n1	-87*	-72*	-15*	-74*	14	50	-22*	·
O=C(O)Cc1ccc(C2CCCCC2)cc1	107	108	120	110	100	128	111	109

As entered above.
O=C(O)C(=Cc1ccc(Br)cc1)C(=O)O in SK-MEL-2 is entered as 111
O=C(CN1C(=O)S/C(=C\c2ccccc2)C1=O)Nc1ccc(C(=O)/C=C/c2cc3ccccc3nc2Cl)cc1 in HOP-92 is entered as 88
N=C(N)SCc1c2ccccc2c(CSC(=N)N)c2ccccc12 in HOP-62 is entered as 55
Cc1ccc2oc(=O)cc(CSC(=S)N3CCN(C)CC3)c2c1 in M14 is entered as 103
CN(C)c1ccc2c(=O)c3ccccc3oc2n1 in SK-MEL-2 is entered as 108

Next results follow:
SMILES	M14	SK-MEL-2	HOP-62	SK-MEL-28	A549/ATCC	EKVX	HOP-92	SK-MEL-5
C=CCCCC(OC(=O)CCCCCCC)c1ccc(C(OC(=O)CCCCCCC)c2cccnc2)o1 (stereo unspecified)	108	105	100	112	89	102	63	95
CCOC(=O)C(Cc1ccccc1)N1C(=O)/C(=C/N2N=C(c3ccc(OC)cc3)CC2c2ccc3ccccc3c2)SC1=S (stereo unspecified)	7.2*	-64*	-55*	9.3*	22	-7.3*	-8.3*	-98*
Sc1ccc(Br)cc1	103	118	95	94	136	107	73	109
COc1ccc(Oc2nc(Nc3ccc(N4CCCCC4)nc3)ncc2NC(N)=O)cc1	111	96	110	112	96	89	98	93
COc1cccc(Cn2cc3c(c2)-c2onc(CN4CCCC4)c2CC3)c1	·	103	104	105	107	91	88	92
COc1cccc(NC(=O)c2cccc(C3CCc4c(cc(OC)c(OC)c4OC)O3)c2)c1 (stereo unspecified)	57	65	85	81	71	69	26	36
CCN(CC)C(C)(C)COC(=O)Nc1ccccc1Cl	93	89	96	106	100	102	90	104
C=C1C[C@@H]2OC(=O)[C@H](C)C2[C@H](O)/C=C(/C)CC[C@H]1O (stereo partly specified)	101	100	94	117	94	103	105	106
CCCS(=O)(=O)Oc1ccc(-c2cn3ccoc3n2)cc1	101	103	118	105	103	101	·	99
COc1ccc(C2=Nc3c(N)nc(N)nc3NC(c3ccc4c(c3)OCO4)C2)cc1 (stereo unspecified)	96	102	97	108	89	74	85	81
COc1ccc(-c2c(N)n[nH]c2-c2cc3c(c(OC)c2OC)OCO3)cc1	101	·	101	104	97	92	87	110
COc1cc(C2CC(c3cc(OC)c(OC)c(OC)c3)=NN2C=O)ccc1OS(=O)(=O)c1ccc(C)cc1 (stereo unspecified)	99	·	100	104	85	·	68	84

The last 2 records of the part above open the next one.
SMILES	M14	SK-MEL-2	HOP-62	SK-MEL-28	A549/ATCC	EKVX	HOP-92	SK-MEL-5
COc1ccc(-c2c(N)n[nH]c2-c2cc3c(c(OC)c2OC)OCO3)cc1	101	·	101	104	97	92	87	110
COc1cc(C2CC(c3cc(OC)c(OC)c(OC)c3)=NN2C=O)ccc1OS(=O)(=O)c1ccc(C)cc1 (stereo unspecified)	99	·	100	104	85	·	68	84
COc1cc(/C=C2\SC(=S)N(CCCN3CCOCC3)C2=O)ccc1O	86	·	108	100	96	·	93	88
Cn1cc(Cc2ccccc2)c(=O)c(Cc2ccccc2)c1	106	103	105	110	110	99	106	112
NS(=O)(=O)c1ccc(-n2cc(-c3cccc(NC(=O)c4cc(F)cc(F)c4)c3)nn2)cc1	119	111	121	120	105	105	142	·
O=[N+]([O-])c1cccc2c(Br)cccc12	114	120	90	107	98	·	95	96
COc1ccc(/C=N/Nc2ccnc3cc(Cl)ccc23)cc1Cl	-85*	-88*	-43*	-92*	-42*	12	-58*	-93*
NS(=O)(=O)c1ccc(CN=CC2=CNC3C=CC=CC23)cc1 (stereo unspecified)	90	102	94	101	97	94	78	99
O=C(C[n+]1ccnc2ccccc21)c1ccc(O)c(O)c1	61	78	91	63	87	94	65	82
FC(F)(F)c1cc(-c2nnc3n2N=C(N2CCCC2)CS3)cc(C(F)(F)F)c1	100	·	38	101	60	81	37	81
C[C@H](CCC(=O)NCc1ccc(C(=O)NO)cc1)[C@H]1CC[C@H]2[C@@H]3[C@@H](O)C[C@@H]4C[C@H](O)CC[C@]4(C)[C@H]3CC[C@]12C	·	103	100	91	104	107	119	99
O=C(O)C1CC(=O)N(Cc2ccccc2)C1 (stereo unspecified)	106	90	103	103	·	·	·	106
CCOC(=O)CSSCC(=O)OCC	119	111	·	107	99	105	103	100
CCOC(=O)n1cc(-c2nonc2-c2cn(C(=O)OCC)c3ccccc23)c2ccccc21	87	109	85	109	100	94	98	95

One compound at a time, from the list above:
Entry for COc1ccc(/C=N/Nc2ccnc3cc(Cl)ccc23)cc1Cl → M14 = -85*; SK-MEL-2 = -88*; HOP-62 = -43*; SK-MEL-28 = -92*; A549/ATCC = -42*; EKVX = 12; HOP-92 = -58*; SK-MEL-5 = -93*
Entry for COc1cccc(NC(=O)c2cccc(C3CCc4c(cc(OC)c(OC)c4OC)O3)c2)c1 (stereo unspecified) → M14 = 57; SK-MEL-2 = 65; HOP-62 = 85; SK-MEL-28 = 81; A549/ATCC = 71; EKVX = 69; HOP-92 = 26; SK-MEL-5 = 36

Gathered by group, the compounds so far containing a CF3 group.
SMILES	M14	SK-MEL-2	HOP-62	SK-MEL-28	A549/ATCC	EKVX	HOP-92	SK-MEL-5
FC(F)(F)c1cccc(Nc2ccccc2)c1	106	89	105	102	97	101	101	103
Cc1ccc(C(=O)Nc2cc(-c3ccccc3)cc(C(F)(F)F)c2)cc1C#Cc1cnc2cccnn12	37	59	108	53	69	63	95	26
FC(F)(F)c1cc(-c2nnc3n2N=C(N2CCCC2)CS3)cc(C(F)(F)F)c1	100	·	38	101	60	81	37	81

(cont.)
SMILES	M14	SK-MEL-2	HOP-62	SK-MEL-28	A549/ATCC	EKVX	HOP-92	SK-MEL-5
CC(=O)OCC(=O)[C@@]1(O)CCC2C3CCC4=CC(=O)CC[C@]4(C)C3C(=O)C[C@@]21C (stereo partly specified)	99	114	97	111	·	104	115	101
CCC1(CC)CC1C#N (stereo unspecified)	99	96	104	112	83	98	100	106
CCOC(=O)C(=CNC(=S)Nc1c(CC)cccc1C(C)(C)C)C(=O)OCC	97	108	92	107	101	92	102	96
Cc1nc2sccn2c1-c1nc2sccn2c1C=O	99	98	101	114	97	94	98	97
CN(C)c1ccc(C2C(C#N)=C(N)Oc3cc4ccccc4cc32)cc1 (stereo unspecified)	92	99	71	104	99	69	·	95
CC(C)c1ccc(C2CCCCC2O)cc1 (stereo unspecified)	105	113	98	107	103	92	93	103
O=C(O)c1ccc(-c2nn(-c3ccc(C(=O)O)cc3)cc2/C=N/Nc2nc(-c3ccncc3)cs2)cc1	108	113	93	108	104	96	108	98
CN(C)c1ccc(/C=C2\CCC/C(=C\c3ccc(N(C)C)cc3)C2=O)cc1	97	104	92	107	93	95	95	105
CC1=C(I)[C@@]2(CCCO)c3cc4c(cc3CC[C@@]2(C)[C@@H]1C)[nH]c1ccccc14	76	81	95	92	44	70	72	101
Cc1ccc(/C(N)=N/C(N)=N/c2nc3ccccc3s2)cc1	107	114	-42*	116	20	68	122	91
Cc1cccc(I)c1	98	96	107	112	99	107	108	97
Nc1c(C(=O)Nc2ccccc2)sc2nc3c(cc12)C(O)CCC3 (stereo unspecified)	22	38	25	63	29	·	·	42
COc1ccc(-c2nc3ccccc3s2)cc1	105&105	107&109	90	119&102	94&114	81&86	64&95	88&100
N/C(=N\O)c1cn(C2OC(CO)C(O)C2O)c2ncnc(N)c12 (stereo unspecified)	-28*	-42*	-19*	-53*	4.9*	·	-6.6*	-43*
O=C(/C=C/c1cccc(F)c1)c1cccc(OCCCCOc2cccc(C(=O)/C=C/c3cccc(F)c3)c2)c1	103	101	114	105	104	99	139	99
O=C1OCCCC1O (stereo unspecified)	101	97	98	110	112	·	·	102
CCN(CC)CCCCCCCCNc1c2ccc(Cl)cc2nc2ccc(OC)cc12	-82*	·	-68*	-86*	·	-12*	-76*	-98*
O=C1Nc2ccc(F)cc2/C1=C\c1nc(-c2ccccc2F)n2ccccc12	97	38	94	130	86	102	80	90
COc1ccc(-c2cc(C(=O)N3N=C(c4ccc(N)cc4)CC3c3cc(-c4ccccc4)nn3-c3ccccc3)c3ccccc3n2)cc1 (stereo unspecified)	92	87	92	99	89	105	89	95
COCC(COC)c1nc2sc3cc(Cl)c(Cl)cc3n2c(=N)c1C#N	96	104	101	112	106	83	98	89
CC(=O)Nc1nc2c(s1)CCc1c-2cn(S(=O)(=O)c2ccccc2)c1-c1ccccc1	37	94	101	95	53	·	87	44
CCCCCCC1N=C(N)N=C(N)N1c1ccc(Cl)cc1 (stereo unspecified)	57	110	68	74	41	93	35	51
COc1ccc(NC(=O)c2ccc(Nc3ncnc4sc5c(c34)CCCC5)cc2)cc1	90	97	·	78	71	81	87	76
CCCc1cc2cc(-n3nc(C)c4c3CC(C)(C)CC4=O)cc(NC3CCC(O)CC3)c2c(=O)[nH]1 (stereo unspecified)	24	42	29	36	21	48	-26*	16
COC(=O)c1ccc(I)cc1	111	·	100	107	106	102	79	100
CCO/C=N/C1=C(C#N)C(c2ccc(OC)cc2)c2c(c3ccccc3n(C)c2=O)O1 (stereo unspecified)	103	108	92	110	98	101	101	102
CC(=O)CC(=O)NCC#N	113	109	95	106	100	·	99	·
CSC(=S)Nc1ccccc1C	99	98	104	113	91	102	96	104
Nc1nn(C(=O)c2ccccc2O)cc1-c1ccc(Cl)cc1	92	76	79	79	92	84	112	87
CC(C)CCC[C@@H](C)[C@H]1CC[C@H]2[C@@H]3CC[C@H]4C[C@]5(CC[C@]4(C)[C@H]3CC[C@]12C)Nc1ccccc1NC5=NC(C)(C)C	105	105	96	·	104	96	103	98
CN1C(=O)[C@H]2c3c(cccc31)[C@H]1[C@@H](OC(N)=O)[C@H](CCC1(C)C)C2(C)C	105	99	·	102	99	98	90	99
